AmpC inh det – blocks E. coli AmpC beta-lactamase in presence of detergent; purified AmpC, nitrocefin hydrolysis with detergent; Potency, µM (highest dose often 28.7 µM), for the others: at the highest dose activity change, negative = inhibition; actives 0.09% (n = 71,000); active means well fitted curve in the direction sought with a large enough effect
Target sequence (P00811 whole entry, looked up): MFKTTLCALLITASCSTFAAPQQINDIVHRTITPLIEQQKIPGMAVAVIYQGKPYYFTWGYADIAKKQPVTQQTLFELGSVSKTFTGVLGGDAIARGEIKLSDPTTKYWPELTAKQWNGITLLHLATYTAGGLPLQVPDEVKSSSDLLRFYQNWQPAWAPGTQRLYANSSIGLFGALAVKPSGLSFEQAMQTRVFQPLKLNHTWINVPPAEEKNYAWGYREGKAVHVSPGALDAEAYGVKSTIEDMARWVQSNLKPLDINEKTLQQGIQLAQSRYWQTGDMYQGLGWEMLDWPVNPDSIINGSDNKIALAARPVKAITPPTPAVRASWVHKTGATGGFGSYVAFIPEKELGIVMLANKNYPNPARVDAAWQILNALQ
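E. coli AmpC (5.3 nM) in 20 mM phosphate pH 7.0 with 0.01% Triton X-100, preincubated 15 min RT with compound; nitrocefin (2 uL of 800 uM stock) hydrolysis followed by 480 nm absorbance every 20 s over 4 min.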
Numbers without * were called inactive; [ ] = dose if it differs, or a comment. On the % scale 0 is the no-effect control and ±100 the full control effect; potency means the concentration at half of the fitted maximal effect. An excerpt (hit frequency here may not be typical).

SMILES | AmpC inh det
Cc1ccnc(NS(=O)(=O)c2ccc(NC(=O)C3CCCNC3=O)cc2)n1 (configuration not stated) | 10%
COC(=O)c1noc(-c2ccc(OC)cc2)n1 | -4%
Cc1cc(C)n(Cc2nc3ccccc3n2C)n1 | 7%
CSc1ccc(-c2nnn(CC(=O)NCc3ccccc3)n2)cc1 | -3%
Cc1ccc(S(=O)(=O)N(C)CCCC(=O)N2CCN(C=O)CC2)cc1 | -6%
CC(C)CNc1cc(Cl)c(S(=O)(=O)NCC(C)C)cc1C(=O)O | 7%
Cc1cc(Cl)c(S(=O)(=O)NCc2ccncc2)cc1OCC(N)=O | -4%
COC(=O)[C@@]1(Cc2ccccc2)[C@H]2c3cc(C(=O)N(C)C)n(Cc4ccccn4)c3C[C@H]2CN1C(=O)c1ccccc1 | -4%
CCOC(=O)CN(C(=O)CSc1nnc(-c2cccc(OC)c2)o1)c1ccc(F)cc1 | -2%
Cc1cccc(CNc2ncnc3ccc(-c4cccnc4)cc23)c1 | 6%
O=C(c1oc2ccccc2c1N1CCCCC1)N1CCCCC1 | -1%
O=C(C1CCCO1)N(Cc1ccccc1)c1ccccc1 (configuration not stated) | -4%
CCOCCCNC(=O)C1CCN(S(=O)(=O)N(CC(C)C)CC(C)C)CC1 | -1%
Cc1ccc(-n2nc(C)c3c2OC(N)=C(C#N)C3c2ccoc2)cc1 (configuration not stated) | 7%
CCCC1(CCC)NC(=O)NC1=O | 11%
CCOCCCNS(=O)(=O)c1ccc(Br)cc1 | -3%
CCc1cccc2c(=O)c(C(=O)N3CCOCC3)c[nH]c12 | 0%
CS(=O)(=O)N(CC(=O)N1CCC(C(N)=O)CC1)c1ccc(Oc2ccccc2)cc1 | 8%
CCCCOc1ccc(C(=O)Oc2ccc(C)nc2)cc1 | -4%
CC(Cc1ccccc1)N/C=C1/CC(=O)NC1=O (configuration not stated) | -5%
CCOC(=O)c1ccc(Oc2nc(NC(C)(C)C)nc(N(C)C)n2)cc1 | -5%
COc1cccc(NC(=O)C2CCN(c3ncccn3)CC2)c1 | -7%
Cc1ccc(C(=O)CCC2CCCC2=O)cc1 (configuration not stated) | -1%
COc1ccc(CNc2ncnc3ccc(-c4c(C)noc4C)cc23)c(OC)c1 | 9%
Cc1ccc(/C(O)=C2/C(=O)C(=O)N(CCN3CCOCC3)C2c2cccnc2)cc1 (configuration not stated) | 7%
CCOC(=O)c1ccc(NS(=O)C23CC4CC(CC(C4)C2)C3)cc1 (configuration not stated) | 6%
CN(C)[C@@H]1C(=O)C(C(N)=O)=C(O)[C@]2(O)C(=O)C3=C(O)c4c(O)ccc(Cl)c4[C@](C)(O)[C@H]3C[C@@H]12 | 0%[12.8 µM]
N#C[C@@H]1[C@@H]2C(=O)N(c3ccc4c(c3)OCCO4)C(=O)[C@@H]2C2c3ccccc3C=CN21 (some centres not stated) | 0%
CN(C(=O)OCc1ccccc1)C(CC(N)=O)C(=O)O (configuration not stated) | 7%
CC(C)C[C@@H](CC(=O)N[C@@H](CCC(=O)O)CC(=O)O)NC(=O)[C@@H]1CCCC[C@H]1NC(=O)C[C@@H](NC(=O)C[C@H](CO)NC(=O)[C@@H]1CCCC[C@H]1N)C(C)C | 11%
C[C@@H](C(=O)NCCc1c[nH]c2ccccc12)[C@H]1C[C@]1(C)[C@H](NC(=O)OCc1ccccc1)c1ccccc1 | 0%
CC(C)NC[C@H]1CCc2cc(CO)c([N+](=O)[O-])cc2N1 | -1%[12.8 µM]
O=C(CSC1=NC(=O)C(Cc2ccccc2)C(=O)N1)NC1CCCCC1 (configuration not stated) | -1%
CCOC(=O)C(C)Sc1nnc(Cc2cc(=O)[nH]c(=O)[nH]2)n1-c1ccc(OCC)cc1 (configuration not stated) | 11%
COc1cccc(CNC(=O)C2CCN(Cc3cnn(-c4ccccc4)c3-n3cccc3)CC2)c1 | -2%
COc1ccc(C2CC(C(F)(F)F)n3nc(C(=O)N(C)Cc4cn(C)nc4C)c(Cl)c3N2)cc1 (configuration not stated) | 21%
COc1ccc(-n2c(=O)c(-c3cn(C)c4ccccc34)nc3cnc(N4CCOCC4)nc32)cc1 | -2%
O=C(OCc1ccccc1)c1ccccc1O | 11%
O=S(=O)(c1ccc2c(c1)OCCO2)N1CCC(c2nc3ccccc3[nH]2)CC1 | 10%
CCOCCCNC(=O)c1ccccc1Br | -1%
CCOC(=O)c1sc(NC(=O)CSc2nnc(-c3ccco3)o2)c(C(=O)OCC)c1C | -4%
O=C(COc1ccc(Cl)cc1Cl)NC(=O)N1CCOCC1 | -3%
CC(=O)Oc1ccc2oc3c(c2c1)C(=O)CCC3 | 7%
O=C(NCc1ccc2c(c1)OCO2)C1CCCN1C(=O)Nc1ccccc1 (configuration not stated) | 1%
CCOC(=O)c1ccccc1NC(=O)CSc1nc2ccccc2n1CC(=O)N1CCCC1 | -2%
CC(=O)Nc1ccc2c(c1)CCCN2C(=O)c1ccccc1 | -2%
Cc1cccc(CCNS(=O)(=O)c2cnc[nH]2)c1 | -4%
COC(=O)CNC(=O)C12CC3(C)CC(C)(CC(C)(C3)C1)C2 | -5%
COc1ccccc1-c1cc(C(=O)NCc2ccc(F)cc2)no1 | -15%
CCC(C)[C@@H](NC(=O)OC(C)(C)C)c1nnc(S(=O)(=O)Cc2cccc(C)c2)o1 (some centres not stated) | 4µM*

Filtered by structure, the entries above with a cyano group (2)
SMILES | AmpC inh det
Cc1ccc(-n2nc(C)c3c2OC(N)=C(C#N)C3c2ccoc2)cc1 (configuration not stated) | 7%
N#C[C@@H]1[C@@H]2C(=O)N(c3ccc4c(c3)OCCO4)C(=O)[C@@H]2C2c3ccccc3C=CN21 (some centres not stated) | 0%

Another view of some results above.
O=C(COc1ccc(Cl)cc1Cl)NC(=O)N1CCOCC1
  AmpC inh det: -3%
CC(=O)Oc1ccc2oc3c(c2c1)C(=O)CCC3
  AmpC inh det: 7%

Next part.
SMILES | AmpC inh det
CCN(C1CCCCC1)S(=O)(=O)c1cc(C)ccc1OC | -2%
COc1ccc2c(C(F)(F)F)cc(=O)oc2c1C | -6%
COC(=O)CSc1nc(C2CC2)nc2ccccc12 | 6%
O=C(c1ccc2c(c1)C(=O)N(Cc1ccco1)C2O)N1CCOCC1 (configuration not stated) | 11%
Cc1nc2sc(C(c3cccs3)N3CCN(C(=O)c4ccco4)CC3)c(O)n2n1 (configuration not stated) | 10%
Cc1nc2ccc(NC(=O)c3c(-c4ccccc4)noc3C)cc2s1 | -10%
Cc1nc(NCc2ccccc2)c2nc(-c3ccccc3)n(CCN3CCCCC3)c2n1 | 8%
CCOc1cccc(C(=O)Nc2ccc(N3CCN(S(C)(=O)=O)CC3)cc2)c1 | -5%
CCCCN(CCCC)S(=O)(=O)c1ccc(C(=O)Nc2nnc(COC)o2)cc1 | -3%
NC(=O)c1c(NC(=O)COC(=O)CSc2nnc(-c3ccc(Cl)cc3)o2)sc2c1CCC2 | -3%
CCCN(CCC)C(=O)CSc1nc2n[nH]c(C)c2c(=N)n1-c1ccc(OCC)cc1 | 6%
CCNC(=O)NC(=O)COC(=O)CNC(=O)COc1ccccc1 | -2%
CCOC(=O)c1cc(NC(=O)CSCCO)ccc1Cl | -4%
CC[C@@H]1CN2CCc3cc(OC)c(OC)cc3[C@H]2C[C@@H]1C[C@@H]1NCCc2cc(O)c(OC)cc21 | -2%[12.8 µM]
Cc1ccc(NC(=O)c2c(-c3c(F)cccc3Cl)noc2C)cc1F | -2%
CCCOc1ccc(N2C(=O)CC(N3CCN(c4ccccc4OC)CC3)C2=O)cc1 (configuration not stated) | 11%
O=C(c1ccc2c(c1)OCO2)N1CCN(c2ccccc2)CC1 | 8%
COc1ccc(NC(=O)CC2Sc3ncnn3C2=O)cc1 (configuration not stated) | 10%
CC(C)CNS(=O)(=O)c1ccc(OCC(=O)Nc2ccc3c(c2)OCO3)c(Cl)c1 | 1%
Cc1ccc2oc(=O)n(Cc3ccccc3OC(C)C)c2c1 | 1%
O=C(O)CC(CC(=O)O)n1cccc1 | 0%[5.75 µM]
COc1ccc(Cl)cc1NS(=O)(=O)c1ccc(S(=O)(=O)N2CCCC2)cc1 | -3%
COc1ccccc1NC(=O)c1cc(C(=O)O)ccc1C(=O)O | -2%
Cc1onc(-c2ccccc2Cl)c1C(=O)NC1CCS(=O)(=O)C1 (configuration not stated) | 9%
CCOC(=O)C1CCN(Cc2nc3ccc(Cl)cc3n2CCO)CC1 | 0%
NC(=O)CSC1=Nc2ccccc2C2=NC(CC(=O)NCc3cccs3)C(=O)N12 (configuration not stated) | 3%
O=C(c1ccc2c(c1)OCCO2)C1CCN(C(=O)c2ccc(F)c(F)c2)CC1 | 10%
Cc1cc(N2CCN(S(=O)(=O)Cc3ccccc3)CC2)n2ncnc2n1 | 11%
COC(=O)c1ccc(Sc2ccc(C)cc2)c(N)c1 | 0%
Cn1cccc1Cc1nnc(SCC(=O)Nc2nc3ccccc3s2)n1CCc1ccccc1 | 0%
CN(C)c1ncc2ncc(=O)n(C)c2n1 | 5%
COc1ccccc1-n1nnnc1SCC(=O)Nc1cc(C)on1 | -5%
Cc1ccc(S(=O)(=O)c2c(N)n(/N=C/c3ccco3)c3nc4ccccc4nc23)cc1 | -1%
Clc1cccc(Cl)c1Cn1cnc(=NCc2ccco2)c2[nH]cnc21 | -4%
N#CC1=C(N)SC(N)=C(C#N)C1C1CC=CCC1 (configuration not stated) | 6%
CN(CC(=O)N1CCN(c2ccccn2)CC1)S(=O)(=O)c1ccccc1 | 0%
O=C(NCc1cccs1)c1ccc2c(c1)ncn2C1CCCC1 | -3%
COC(=O)c1ccc(C(NC(=O)OCc2ccccc2)/C(=C/[C@@H](C)C(=O)N(C)Cc2ccccc2)c2cccnc2)cc1 (some centres not stated) | 17%
CNC(=O)[C@@H]1C[C@H]1[C@@H](NP(=O)(c1ccccc1)c1ccccc1)c1ccccc1 | 0%
COc1ccc(OC)c2[nH]c(=O)c(CCNC(=O)c3ccc(S(=O)(=O)N4CCCCC4)cc3)cc12 | -2%
CCN(CC)S(=O)(=O)c1cccc(C(=O)NC2CCCCC2)c1 | -1%
COc1cccc(OC)c1-c1nnc(-c2cn(C)c3ccccc23)o1 | -2%
COc1ccc(S(=O)(=O)N2CCc3ccccc32)cc1C(=O)OCc1c(C)noc1C | -1%
Cc1ccc2c(c1)NC(=O)C(CC(=O)NCc1ccc(F)cc1)O2 (configuration not stated) | 10%
CC(C)Cn1cc(C(=O)NCc2cccs2)c2c3ccccc3n(C)c2c1=O | 9%
Cc1noc(C)c1CSCC(=O)OCC(=O)N1CC(=O)Nc2ccccc21 | -1%
c1ccc(-n2nnnc2-n2nnc3ccccc32)cc1 | -1%
O=C(CN1C(=O)c2ccccc2C1=O)Nc1ccc(-c2nc3ccccc3o2)cc1 | -4%
Cc1ccc(S(=O)(=O)Nc2ccccc2C=O)cc1 | -9%[5.75 µM]
O=C(Nc1cccc(NC(=O)c2cccnc2)c1)c1cccnc1 | 11%
Next section
SMILES | AmpC inh det
CN(C)Cc1ccc(-c2cc3onc(-c4ccccc4)c3c(=O)n2C)cc1 | -2%[5.75 µM]
Cc1cc(C)n(Cc2cccc(F)c2)c(=O)c1C#N | -1%
O=C(CSC1=Nc2ccccc2C2=NC(CC(=O)NC3CCCCC3)C(=O)N12)NCc1ccco1 (configuration not stated) | 5%
O=C(NCCc1ccccc1)c1ccnc(/C=N/O)c1 | 8%
CSc1nc2n(n1)C(c1cc(Br)ccc1F)C(C(=O)N(C)C)=C(C)N2 (configuration not stated) | -3%
Cn1c(CCNC(=O)c2cccs2)nnc1SCC(=O)N1CCN(c2ccccc2)CC1 | -5%
COc1ccc(N2C(=O)CCC(C(=O)Nc3ccccn3)C2c2ccc(OC)c(OC)c2)cc1 (configuration not stated) | -3%
COc1cc(C(=O)OCCN2CCOCC2)cc(OC)c1OC | 2%
COc1ccc(-c2nc3c(=O)n(C)c(=O)[nH]c3n2CCc2ccccc2)cc1 | -2%
Cc1sc(NC(=O)c2ccco2)nc1-c1ccc2c(c1)CC(C)N2C(=O)C1CC1 (configuration not stated) | -4%

The final 4 entries of the section before come first, to join the parts.
SMILES | AmpC inh det
COc1ccc(N2C(=O)CCC(C(=O)Nc3ccccn3)C2c2ccc(OC)c(OC)c2)cc1 (configuration not stated) | -3%
COc1cc(C(=O)OCCN2CCOCC2)cc(OC)c1OC | 2%
COc1ccc(-c2nc3c(=O)n(C)c(=O)[nH]c3n2CCc2ccccc2)cc1 | -2%
Cc1sc(NC(=O)c2ccco2)nc1-c1ccc2c(c1)CC(C)N2C(=O)C1CC1 (configuration not stated) | -4%
O=C(NC1CCCCCC1)C1CCCN1S(=O)(=O)c1cccc2cccnc12 (configuration not stated) | 11%
CCOc1ccc(-c2nn3c(-c4ccccc4)nnc3s2)cc1 | -5%
S=C(NCC1CCCO1)n1nnc2ccccc21 (configuration not stated) | -2%
COc1cc(CCC(=O)OCc2nnc(-c3ccccc3)o2)cc(OC)c1OC | 0%
Cc1cccc(N2CC34C=CC(O3)C(C(=O)O)C4C2=O)c1 (configuration not stated) | 24%
O=c1cccccc1NCc1ccccc1 | -3%
COC(=O)CN1C(=O)C2(C(C#N)=C(N)Oc3c2c(C)nn3-c2ccccc2)c2ccccc21 (configuration not stated) | -4%
O=C(COc1ccc(S(=O)(=O)NC2CCCCC2)cc1)Nc1ccc2c(c1)OCCO2 | 5%
CCOc1ccc(-c2cnc(SCC(N)=O)nc2N)cc1 | -1%
O=C(O)Cn1nc(C(F)(F)F)c2c1CCC2 | 13%
CN(Cc1ccccc1)c1nc2c(c(=O)n(C)c(=O)n2C)n1CCSc1ncccn1 | 9%
COc1cc2c(cc1O)CCC1C2CC[C@@]2(C)C1CC[C@@H]2O (some centres not stated) | -4%
Nn1c(SCC(=O)Nc2ccc(F)cc2F)nnc1C1CCCCC1 | -5%

Three structures from above, ordered by molar mass, high to low.
SMILES | AmpC inh det
COc1cc(CCC(=O)OCc2nnc(-c3ccccc3)o2)cc(OC)c1OC | 0%
Cc1cccc(N2CC34C=CC(O3)C(C(=O)O)C4C2=O)c1 (configuration not stated) | 24%
O=c1cccccc1NCc1ccccc1 | -3%
